Pemphigus Ab inh: inhibitors of pemphigus antibody binding to human desmoglein-3 | P32926 | DSG3-coupled beads, scFv-anti-DSG3-GFP binding, flow cytometry; stronger effect = lower value | binding (percent of control), % at 10 µM | 310,000 compounds, 0.48% hits;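 active means binding more than 3 SD below its plate's average and above zero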; further: some compounds called inactive have numbers as strong as hits
Target sequence (P32926 whole entry, looked up): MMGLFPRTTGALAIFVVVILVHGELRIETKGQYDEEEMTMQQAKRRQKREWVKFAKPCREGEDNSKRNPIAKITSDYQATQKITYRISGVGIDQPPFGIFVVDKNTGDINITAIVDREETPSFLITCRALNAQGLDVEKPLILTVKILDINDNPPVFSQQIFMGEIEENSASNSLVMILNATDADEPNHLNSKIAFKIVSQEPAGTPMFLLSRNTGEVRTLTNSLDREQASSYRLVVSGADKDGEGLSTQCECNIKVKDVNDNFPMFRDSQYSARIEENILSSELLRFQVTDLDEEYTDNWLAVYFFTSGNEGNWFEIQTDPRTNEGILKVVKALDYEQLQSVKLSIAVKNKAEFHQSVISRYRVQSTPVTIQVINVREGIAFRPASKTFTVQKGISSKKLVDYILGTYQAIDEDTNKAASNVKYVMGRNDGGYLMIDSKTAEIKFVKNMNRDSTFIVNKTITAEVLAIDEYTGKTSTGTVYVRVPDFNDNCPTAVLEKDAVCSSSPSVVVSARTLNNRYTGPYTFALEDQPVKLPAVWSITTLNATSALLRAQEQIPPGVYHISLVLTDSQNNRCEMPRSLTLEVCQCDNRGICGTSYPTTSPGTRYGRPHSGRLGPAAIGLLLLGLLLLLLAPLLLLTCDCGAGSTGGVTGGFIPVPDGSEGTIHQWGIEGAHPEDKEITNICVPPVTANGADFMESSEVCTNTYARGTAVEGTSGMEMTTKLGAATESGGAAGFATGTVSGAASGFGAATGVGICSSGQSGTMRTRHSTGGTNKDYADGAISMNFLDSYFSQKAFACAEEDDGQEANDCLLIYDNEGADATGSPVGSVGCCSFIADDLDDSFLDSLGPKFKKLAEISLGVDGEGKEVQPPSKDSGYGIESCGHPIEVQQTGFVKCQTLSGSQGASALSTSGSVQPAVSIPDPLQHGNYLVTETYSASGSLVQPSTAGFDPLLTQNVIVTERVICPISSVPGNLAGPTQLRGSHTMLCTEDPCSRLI
CAL PDZ FP-1: blocks peptide binding to human CAL PDZ domain; purified CAL PDZ, TMR-peptide fluorescence polarization, 1 h; 330,000 compounds, 0.02% hits; Q9HD26; AID 504414; inhibition, % at 20 µM;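 active means highest replicate inhibition of at least 40%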;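 further: plate controls were DMSO neutral control wells for no effect and unlabeled competitor peptide control wells for full effect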
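Read-out basis: mP drop reported as inhibition | Assay system: Tagged CAL PDZ protein CerCALP, purified | Benchmarks: Unlabelled peptide for full inhibition, DMSO wells as neutral | Schedule: 1 h incubation at room temperature before polarization reading | Buffer or medium: Sodium phosphate/NaCl buffer pH 7.4 with TCEP, IgG, Thesit | Doses: Single point, 20 µM | Measured by: Fluorescence polarization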
LANA DNA inh: KSHV C-LANA DNA binding inhibition; MBP-C-LANA/FAM-LBS DNA binding, fluorescence polarization; inhibition, % at 9 µM; 340,000 compounds, 0.078% hits; AID 504423;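 active means highest replicate inhibition at or above 60% at 9 µM, even if other replicates fall short; inactive means all replicates below 60% inhibition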;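 further: 0% = neutral control wells and 100% = 4 µM acridine orange control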
Arr AP2 block: inhibitors of human beta-arrestin and AP2 interaction | FITC-arrestin peptide / GST-AP2 beads, flow cytometry; AP2 beta2 appendage carries R879A mutation | 340,000 compounds, 0.31% hits | inhibition, % at 10 µM;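 active means inhibition above a set limit, near 3 SD of compounds lacking own fluorescence, cut at about 54% in these data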;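 further: plate controls were DMSO wells for no effect and 5 µM unlabelled arrestin peptide for full effect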
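Test system: GST-tagged AP2 beta2-adaptin appendage (R879A) on 4 µm glutathione beads; also added: fluorescein-tagged arrestin peptide at 50 nM final; timing: 12 min plus 1 h, RT; signal: flow cytometry, FL1 (488/535 nm); read-out: percent drop in bead-associated FITC signal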
NSD2 inh: blocks human histone methyltransferase NSD2. O96028. NSD2 peptide methylation, AlphaScreen, 120 min. inhibition, % at 12.5 µM. 310,000 compounds, 0.54% hits. AID 743445; in the data active means inhibition above about 50%
DAGLB inh: diacylglycerol lipase beta (human) inhibition. HEK293T DAGLB membrane lysate, EnzChek fluorogenic substrate. inhibition, % at 5.17 µM. 340,000 compounds, 0.059% hits. AID 504411. Q8NCG7; in the data active means inhibition above about 34%;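 further: 0% = enzyme with vehicle and 100% = wells lacking enzyme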
V-ATPase pH: regulators of yeast V-ATPase proton transport | 350,000 compounds, 0.37% hits | response, % at 10 µM | AID 504577 | S. cerevisiae, pHLuorin cytosolic pH fluorescence; in the data active means response mostly above about 7.3%, no sharp cut-off; inactive means mostly below about 5.4%; further: actives read high; inactives centre near 0; some compounds called inactive have numbers as strong as hits
RTF Ca sens inh: cardiac RTF calcium desensitization; P19429+P45379; 340,000 compounds, 0.12% hits; AID 493244; inhibition, % at 7.15 µM; IANBD-labeled cardiac RTF, Ca2+ fluorescence;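 active means inhibition above the mean inhibition of all tested compounds plus 3 SD, cut at about 17% in these data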;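 further: assay run at fixed EC70 calcium of 1.6 mM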
Keap1 Nrf2 FP: inhibitors of human Keap1-Nrf2 protein-protein interaction | inhibition, % at 9.4 µM | AID 504523 | Keap1 Kelch-Nrf2 peptide fluorescence polarization, 1536-well | Q14145 | 340,000 compounds, 0.15% hits; in the data active means inhibition above about 12%;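 further: human Keap1 Kelch domain with fluorescein labeled Nrf2 9mer peptide probe; 0% = neutral control wells and 100% = peptide positive control; higher means more block of Keap1 binding to Nrf2 peptide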
CAL PDZ FP-2: blocks peptide binding to the human CAL PDZ domain | Q9HD26 | 300,000 compounds, 0.92% hits | purified CAL PDZ, TMR-peptide fluorescence polarization, 1 h | AID 602252 | inhibition, % at 24.9 µM;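 active means mean inhibition of at least 30% with at least half of replicates also reaching 30%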;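 further: 0% = DMSO neutral control and 100% = excess unlabeled competitor peptide PRC23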
Starred values were filed as active, the others as inactive; . = no result given. An excerpt; the hit share may differ from the screen's.

Every second line gives: Pemphigus Ab inh	CAL PDZ FP-1	LANA DNA inh	Arr AP2 block	NSD2 inh	DAGLB inh	V-ATPase pH	RTF Ca sens inh	Keap1 Nrf2 FP	CAL PDZ FP-2
1. COc1cc(C2C(N3C(=O)c4ccccc4C3=O)C(=O)N2c2ccc(C)c(C)c2)cc(OC)c1OC (stereo not given)
→ 80	0.2	-0.4	-3	-1	-2	0	-10	-6	0
2. COc1ccccc1CN(C)C(=O)CN1CCN(CC(=O)Nc2ccccc2Cl)CC1
→ 102	0.0	-3.2	-4	1	2	6	2	-3	-1
3. COc1cc(CCC(=O)OCC(=O)NC2CCCC(C)C2C)cc(OC)c1OC (stereo not given)
→ 103	-2.1	-2.1	16	-1	-2	-2	-4	-8	-6
4. O=P(Cc1ccccc1)(Cc1ccccc1)c1ccccc1
→ 92	0.6	6.1	16	0	-2	2	-5	-5	-4
5. O=C(O)C1CCC(N2C(=O)c3cccc([N+](=O)[O-])c3C2=O)CC1 (stereo not given)
→ 117	0.5	14	-6	-2	-1	2	-8	-2	19
6. Cc1cccc(NCC(=O)c2c(N)n(C)c(=O)n(C)c2=O)c1C
→ 95	-3.5	-0.6	5	-2	-1	0	6	-3	-2
7. O=C(Nc1ccccn1)c1nc(-c2ccccc2)n(-c2ccccc2)n1
→ 84	-2.2	-1.2	5	0	-2	3	-3	1	-39
8. CCOC(=O)c1c(NC(=O)Cc2cccs2)sc(C)c1C
→ 104	-2.9	-0.4	-9	.	-13	0	14	-3	-15
9. O=C(CCN1C(=O)/C(=C\c2ccccc2)SC1=S)N1CCOCC1
→ .	0.5	0.4	16	8	0	-2	-13	2	.
10. CCOC(=O)c1csc(N)n1
→ 97	-0.4	-1.6	7	3	0	2	0	1	-3
11. CCCOc1ccc(C(NC(=O)CC(C)C)NC(=O)CC(C)C)cc1OC
→ 114	-0.1	-0.4	-3	0	-2	3	-13	0	-3
12. NC(=O)CN(c1ccc(Oc2ccccc2)cc1)S(=O)(=O)c1ccccc1
→ 95	0.3	0.7	0	-2	-6	2	-8	-5	-5
13. Cn1nnnc1SCC(=O)Nc1ccc(S(=O)(=O)N2CCOCC2)cc1
→ 96	-2.9	0.9	16	-4	0	2	0	2	-1
14. Cc1[nH]c(C(=O)O)c(C#N)c1C(=O)c1ccccc1
→ 100	1.6	0.4	19	1	-3	-1	1	0	4
15. Cc1ccc(C)c(OCCC(=O)OCC(=O)c2c(N)n(C)c(=O)n(C)c2=O)c1
→ 104	-3.3	-0.2	27	-1	-3	1	-1	-6	-4
16. CN1CCN(c2cc3c(c4c2[nH]c2ccccc24)C(=O)CC(C)(C)C3)CC1
→ 106	1.8	0.5	11	.	2	-5	-5	5	-5
17. CC(/C=N/n1c(-c2ccccc2)n[nH]c1=S)=C\c1ccco1
→ 124	-2.3	0.1	6	16	-5	3	-7	-1	-1
18. O=C(O)CCC(=O)N1CN2CN(C(=O)CCC(=O)O)CC([N+](=O)[O-])(C2)C1
→ 105	0.7	-1.8	-4	2	3	-1	-8	-2	-3
19. CC(=O)NC(Cc1ccc(F)cc1)C(=O)NC1CCN(c2ncccc2[N+](=O)[O-])CC1 (stereo not given)
→ 93	-0.3	-0.6	12	-1	3	0	-17	0	.
20. Cc1snc(SCC(=O)c2ccc(Cl)cc2)c1C#N
→ 93	-2.2	-0.3	3	6	-4	-2	-1	-2	.
21. O=C(CSc1nnc(COc2ccc(F)cc2)o1)N1CCCCC1
→ .	-2.2	-2.0	14	27	-2	-2	-4	2	0
22. CCN(C(=O)Cn1cnc2c1c(=O)n(C)c(=O)n2C)C1CCCCC1
→ .	-0.4	-2.4	61*	-2	0	0	0	4	-6
23. CCOc1ccc(-n2c(-c3ccco3)nc3c(cnn3-c3ccc(C)cc3)c2=O)cc1
→ 96	-1.0	1.8	-14	4	-4	-5	-8	-2	-2
24. CCCCCOc1ccc(CSCCNC(=S)Nc2ccccc2)cc1
→ .	-0.8	1.4	4	5	-4	-1	12	-4	-2
25. Cc1ccc(-c2cc(C(=O)Nc3cc(C)on3)c3ccccc3n2)cc1
→ 93	0.5	1.7	-2	-1	-6	2	-30	-5	-1
26. COc1ccc(C(=O)NCCS(=O)(=O)NCc2cccnc2)cc1
→ .	0.1	1.1	-8	-2	3	2	0	-1	-2
27. CN(C)c1ccc(/C=C/c2ccc3ccccc3[n+]2C)cc1
→ 94	1.3	-12	-4	44	14	2	2	-9	1
28. Cc1nc(N2CCOCC2)nc(N2CCC(C)CC2)c1[N+](=O)[O-]
→ .	-0.5	0.8	12	12	-7	1	-11	5	-6
29. COc1ccc2[nH]cc(CCN=C3SCC(=O)N3C)c2c1
→ 99	-2.6	-1.7	13	-7	0	2	-3	-1	2
30. Cc1nc2ccccc2nc1OCc1cccc(Cl)c1
→ 99	-1.3	-0.2	-5	-2	0	8	-2	-2	-6

Just RTF Ca sens inh (2 entries from above):
| nr | mol | RTF Ca sens inh |
| --- | --- | --- |
| 13 | Cn1nnnc1SCC(=O)Nc1ccc(S(=O)(=O)N2CCOCC2)cc1 | 0 |
| 14 | Cc1[nH]c(C(=O)O)c(C#N)c1C(=O)c1ccccc1 | 1 |

More records follow:
Every second line gives: Pemphigus Ab inh	CAL PDZ FP-1	LANA DNA inh	Arr AP2 block	NSD2 inh	DAGLB inh	V-ATPase pH	RTF Ca sens inh	Keap1 Nrf2 FP	CAL PDZ FP-2
31. CCN1CCN(C(=O)N2CCOCC2)CC1
→ 109	0.2	1.0	17	-1	0	1	-1	-5	-6
32. COc1ccc(-c2coc3cc(O[C@@H]4O[C@H](CO)[C@@H](O)[C@H](O)[C@H]4O)ccc3c2=O)cc1
→ 104	-0.2	-1.5	1	.	-1	9	7	-4	-1
33. COc1ccnc(Oc2ccc3ccccc3c2)c1C#N
→ 119	-1.6	0.6	-3	2	-1	-3	-6	-4	-5
34. O=C(Nc1ccc(-c2ccc3nncn3n2)cc1)C1CCCC1
→ 89	-2.1	-0.7	-13	.	1	-1	-2	1	-10
35. O=c1onc(-c2ccccc2)n1Cc1ccc([N+](=O)[O-])cc1
→ 97	.	.	.	11	-2	-1	.	.	.
36. Cc1ccc(C(C(=O)NC(C)(C)C)N(Cc2cccs2)C(=O)c2csnn2)cc1 (stereo not given)
→ .	-0.1	0.2	26	2	-3	3	-3	-1	-4
37. C[C@H](CO)N1C[C@H](C)[C@@H](CN(C)C(=O)Nc2ccc(C(F)(F)F)cc2)Oc2c(NS(=O)(=O)c3ccc(F)cc3)cccc2C1=O
→ 92	-0.1	0.7	33	.	0	0	5	-2	-3
38. CCn1ccnc1CN(C)Cc1nc(Cc2cccc(C(F)(F)F)c2)no1
→ 89	-2.3	-0.2	7	0	0	-2	-33	-5	2
39. CC1CCc2cc(F)ccc2N1C(=O)CSc1nnc2c(n1)[nH]c1ccccc12 (stereo not given)
→ 107	-1.8	-1.3	.	-2	0	-1	-4	0	-4
40. C[C@]12CCC(=O)C=C1C=C[C@@H]1[C@@H]2CC[C@@]2(C)[C@H]1CC[C@@]21CCC(=O)O1
→ 96	-1.1	0.4	26	-2	-5	3	2	-1	-6
41. CCOc1ccc(NC(=O)C(C)SC(N)=O)cc1 (stereo not given)
→ 98	-1.8	-1.3	4	-1	-6	-3	-1	3	-1
42. COC(=O)c1ccc(CNC(=O)C(NC(=O)c2ccco2)C(C)C)cc1 (stereo not given)
→ .	-3.3	-1.0	25	-2	1	-2	1	1	4
43. CCCn1c(=N)c(C(=O)NC2CCCC2)cc2c(=O)n3cccc(C)c3nc21
→ 111	-1.3	0.2	-26	0	1	0	4	5	-3
44. CC(C(=O)N(C)c1ccccc1)N1CCN(C(=O)c2ccccc2)CC1 (stereo not given)
→ 105	-1.2	0.2	6	.	-1	1	-6	-4	1
45. CCOc1cc(C)c(S(=O)(=O)Nc2ccc3cn[nH]c3c2)cc1C
→ 83	-2.9	1.1	4	0	-2	-5	1	-2	-2
46. O=S(=O)(c1cccc(Br)c1)N1CCN(S(=O)(=O)c2ccc3c(c2)OCCO3)CC1
→ 102	0.4	-0.9	-5	.	0	2	-2	0	8
47. O=C(CN1C(=O)C(c2ccc(F)cc2)=NC12CCCC2)Nc1ccc(F)cc1
→ 103	0.2	-4.5	6	.	-13	1	1	-2	3
48. O=C(CCNC(=O)c1ccc([N+](=O)[O-])cc1)Nc1cc(Cl)ccc1N1CCOCC1
→ 106	-0.4	-0.4	0	0	1	-1	2	2	-1
49. O=C(COc1ccc2ccc(=O)oc2c1)NCCc1c[nH]c2ccc(F)cc12
→ 95	-1.5	0.0	15	-2	0	3	6	1	-1
50. COCCN(Cc1nc2ccccc2c(=O)[nH]1)C(=O)c1cccc(S(=O)(=O)N2CCCC2)c1
→ 107	-1.2	2.9	31	1	-2	-1	-2	4	4
51. Nc1ccccc1Nc1ccc([N+](=O)[O-])cc1[N+](=O)[O-]
→ 110	0.4	-1.5	2	26	11	.	2	-4	-3
52. CCOP(=O)(C1=C(O)C(=O)C(C(C)(C)C)=CC1=O)c1ccccc1 (stereo not given)
→ 99	-0.3	0.8	27	13	6	5	-2	-4	-1
53. O=C(Nc1ccccc1N1CCN(C(=O)c2ccc(Cl)cc2)CC1)c1ccc([N+](=O)[O-])o1
→ 100	-0.4	2.6	18	1	6	-1	-6	7	8
54. O=[n+]1c2c(n([O-])c3cc(Cl)ccc31)CCCC2
→ 99	-1.1	1.9	8	2	-2	-3	-6	-3	-1
55. COc1ccc(NC(=S)N(CCCN2CCCCC2)Cc2cccs2)cc1
→ 109	-1.2	1.1	5	2	0	-3	-5	-5	.
56. Cc1ccc(S(=O)(=O)CCc2nnc(NC(=O)c3ccccn3)s2)cc1
→ .	0.8	-1.4	-10	.	1	-3	-1	-4	-2
57. O=C1C=CC(=Nc2ccc3c(c2)Cc2cc(F)ccc2-3)O1
→ 100	0.0	0.7	41	2	-1	12	-5	-4	.
58. CC1Cc2c([nH]c3ccccc23)C2c3ccccc3CN12 (stereo not given)
→ 103	-1.9	4.2	12	-2	1	5	-12	-1	-6
59. CCc1cccc2c(C(=O)COC(=O)/C=C/c3ccccc3OC)c[nH]c12
→ 113	0.0	0.4	1	-4	-1	-9	-8	0	5
60. O=C(NC1CCCN(Cc2ccc(Cl)cc2)C1)c1cccc(N2CCCC2=O)c1 (stereo not given)
→ 103	139*	-0.1	-10	-2	1	2	4	-4	-3
61. Cc1c(Cc2ccc3c(c2)OCO3)sc(NC(=O)C(C)(C)C)c1C#N
→ 103	-0.5	-0.8	3	.	-9	8	-2	1	.
62. COc1ccc(N(CC(=O)N2CCCCCC2)S(=O)(=O)c2c(C)[nH]c(=O)[nH]c2=O)cc1
→ 104	0.5	-0.2	6	.	2	1	0	-6	0
63. O=C(Nc1cccc(O)c1)C(=O)Nc1ccccn1
→ 97	-0.3	0.5	6	-1	0	7	-4	-4	.
64. COc1ccc2[nH]c(C)c(CCN3C(=O)C4C5C=CC(C5)C4C3=O)c2c1 (stereo not given)
→ 103	-0.7	-1.8	-1	.	2	-4	-6	4	.
65. O=C(CCNC(=O)c1ccc(Br)cc1)NCCCSc1ccccc1
→ 102	-2.9	1.0	21	.	0	-2	-2	1	-3
